High-throughput results as filed in PubChem.
ALOX12 inh: inhibitors of human 12S-lipoxygenase ALOX12; P18054; 1.1% of 580,000 active; purified 12hLO, xylenol orange hydroperoxide absorbance; Potency, µM (series often up to 108 µM), for the others: top-dose activity change, negative = inhibition, most hits filed as inhibitors; note: % is set by controls: 0 for no effect and ±100 for the full control effect
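Purified human 12hLO (150 nM final) in 25 mM Hepes, 0.01% Triton X-100, pH 7.0 was preincubated 15 min at room temperature with compound. Then 40 uM arachidonic acid was added, 30 min. Hydroperoxide was read by Fe-XO absorbance ratio 573/405 nm.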
Vif-APOBEC3F blk: inhibitors of Vif-A3F interaction; HeLa A3F-eYFP + Vif (tagged APOBEC3F with the HIV-1 protein that degrades it), YFP fluorescence increase; AID 602313; 0.2% of 390,000 active; Potency, µM (series often up to 46.1 µM), for inactives: at the top dose activity, negative = active; note: % of control where 0% means no effect; nearly all actives have a fitted effect of over 65% in size
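HeLa cells stably expressing A3F-eYFP plus Vif, plated and incubated overnight at 37 deg C, then exposed to compounds overnight at 37 deg C. Blocked degradation read as raised yellow fluorescence (Ex 488/Em 500-530).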
RGS4 inh: human RGS4 inhibition | Transcreener GDP fluorescence polarization, RGS4-accelerated GTP hydrolysis | Potency, µM (highest dose often 114 µM), for inactives: top-dose activity change, negative = inhibition, usual class: inhibitors | 0.039% of 390,000 active; note: % is set by controls: 0 for no effect and ±100 for the full control effect; nearly all actives have a fitted effect of over 75% in size; some results filed as inactive show a strong effect at the top dose
Target sequence (P49798 whole entry, looked up): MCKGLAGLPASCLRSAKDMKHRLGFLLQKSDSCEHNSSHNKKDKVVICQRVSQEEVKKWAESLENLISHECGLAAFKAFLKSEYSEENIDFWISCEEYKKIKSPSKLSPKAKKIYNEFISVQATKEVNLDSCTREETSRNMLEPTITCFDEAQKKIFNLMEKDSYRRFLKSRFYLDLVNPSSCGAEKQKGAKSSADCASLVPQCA
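MLSMR compounds (23 nl, pin-transferred) preincubated 10 min at room temperature with a 500nM (2x) first reagent, then RGS4 at 900nM (2x) plus Transcreener GDP mix added; fluorescence polarization (620/688 nm) read before and after 90 min at 30 °C.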
USP1-UAF1 inh: inhibitors of human USP1/UAF1 deubiquitinase. O94782. recombinant USP1/UAF1, Ub-Rhodamine cleavage fluorescence. Potency, µM (series often up to 57.1 µM), for inactives: at the top dose activity change, negative = inhibition, most hits filed as inhibitors. 0.23% of 390,000 active. AID 743255; note: % is set by controls: 0 for no effect and ±100 for the full control effect; nearly all actives have a fitted effect of over 60% in size; inactives centre near -12
Target sequence (O94782 whole entry, looked up): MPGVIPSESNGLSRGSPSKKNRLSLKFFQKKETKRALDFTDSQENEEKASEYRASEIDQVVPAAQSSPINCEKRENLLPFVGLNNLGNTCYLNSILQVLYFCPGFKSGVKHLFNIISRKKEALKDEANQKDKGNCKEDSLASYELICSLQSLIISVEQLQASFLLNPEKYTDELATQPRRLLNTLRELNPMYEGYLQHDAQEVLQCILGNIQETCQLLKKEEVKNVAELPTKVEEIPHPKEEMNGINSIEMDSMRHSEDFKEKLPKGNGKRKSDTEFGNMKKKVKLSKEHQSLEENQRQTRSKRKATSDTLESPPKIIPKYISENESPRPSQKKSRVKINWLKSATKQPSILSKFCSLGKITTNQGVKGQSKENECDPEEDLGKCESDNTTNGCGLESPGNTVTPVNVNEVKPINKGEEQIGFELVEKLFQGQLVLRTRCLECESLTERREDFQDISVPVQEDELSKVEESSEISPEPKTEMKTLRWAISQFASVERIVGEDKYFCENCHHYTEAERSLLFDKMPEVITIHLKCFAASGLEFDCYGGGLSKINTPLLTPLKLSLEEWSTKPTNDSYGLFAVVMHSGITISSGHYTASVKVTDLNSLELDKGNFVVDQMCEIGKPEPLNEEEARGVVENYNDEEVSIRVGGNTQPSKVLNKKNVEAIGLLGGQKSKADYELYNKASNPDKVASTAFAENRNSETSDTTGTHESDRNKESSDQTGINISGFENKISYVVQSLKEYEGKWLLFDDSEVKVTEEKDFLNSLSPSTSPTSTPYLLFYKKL
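1 nM enzyme complex + cpd, 15 min RT; start with Ub-Rho 150nM final; kinetic fluorescence ex 480/em 540, 6 reads q60 s. Buffer 50mM HEPES pH 7.8, 0.5mM EDTA, 0.1 mg/ml BSA, 1mM TCEP, 0.01% Tween-20.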
RXFP1 ag: agonists of human relaxin receptor RXFP1 | Potency, µM (highest dose often 57.5 µM), without a hit: at the top dose activation, actives largely listed as activators | HEK293T-RXFP1 cAMP TR-FRET, 30 min; response scale: percent of porcine relaxin response, buffer zero | 0.3% of 370,000 active; note: % is set by controls: 0 for no effect and ±100 for the full control effect; nearly all actives have a fitted effect of over 60% in size; many of its hits are not listed in these tables
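Agonist response is measured as cAMP accumulation in an RXFP1-transfected HEK293T line under PDE4 inhibition. Values are scaled between buffer-only and 29 nM porcine relaxin, and EC50s come from standard Hill equation fits.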
TrxR1 substrate: is turned over as a substrate by rat TrxR1. 0.01% of 390,000 active. Potency, µM (titrated, usually from 114 µM), inactives show at the top dose activity change, negative = substrate turnover. AID 588456. purified TrxR1 substrate turnover, NADPH consumption readout; note: % is set by controls: 0 for no effect and ±100 for the full control effect; nearly all actives have a fitted effect of over 50% in size
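Rat TrxR1, dispensed at 90 nM, was prereduced with 400 uM NADPH (final) for 5 min at ~22 deg C, then incubated with compound 15 min before 400 uM selenite. A first-read NADPH fluorescence drop versus no-compound background flagged substrates.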
mIDH1 inhibitor: human IDH1 R132H inhibition; 0.093% of 390,000 active; IDH1-R132H enzyme, NADPH consumption, diaphorase/resazurin fluorescence; O75874; Potency, µM (top dose mostly 76.6 µM), for the others: top-dose activity change, negative = inhibition, hits mostly inhibitors; AID 602179; note: % is set by controls: 0 for no effect and ±100 for the full control effect; nearly all actives have a fitted effect of over 65% in size
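IDH1-R132H (0.5 ug/mL dispensed) in pH 7.5 Tris buffer was preincubated 30 min with compound, then given a substrate mix of 0.016 mM NADPH and 2 mM alpha-KG for 80 min at room temperature; remaining NADPH was read by diaphorase/resazurin fluorescence.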
Vif-APOBEC3G blk: blocks the Vif interaction with human APOBEC3G. Q9HC16. HeLa A3G-eYFP + Vif (tagged APOBEC3G with the HIV-1 protein that degrades it), YFP fluorescence, overnight. Potency, µM (top dose mostly 46.1 µM), without a hit: at the top dose activity, negative = active, most hits filed as inhibitors. 0.076% of 410,000 active;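 note: % is set by controls: 0 for no effect and ±100 for the full control effect; nearly all actives have a fitted effect of over 60% in size; hits raise eYFP signal because A3G escapes Vif-driven loss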
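HeLa cells stably expressing Vif and C-terminally eYFP-tagged A3G, seeded overnight at 37 deg C, then exposed to compound by pintool overnight at 37 deg C. Rise in yellow fluorescence (Ex 488/Em 500-530, Acumen) marks blocked Vif-driven A3G degradation.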
rTrxR1 inhibitor: rat TrxR1 inhibition | recombinant rTrxR1, NADPH fluorescence consumption, selenite substrate | AID 588453 | 1% of 390,000 active | Potency, µM (highest dose often 114 µM), inactives show at the top dose activity change, negative = inhibition, usual class: inhibitors; note: % is set by controls: 0 for no effect and ±100 for the full control effect; nearly all actives have a fitted effect of over 65% in size
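Rat TrxR1 (90 nM in the dispensed reagent) was pre-reduced with 400 uM NADPH for 5 min at room temperature, then incubated with compound for 15 min. After 400 uM selenite was added, NADPH fluorescence (Ex 340/Em 450 nm) was followed for 8 min.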
Starred values were filed as active, the others as inactive; ? = inconclusive; nt = no result given; & = joins results of further samples; [ ] = another dose, or the depositor's remark. Calls come from the whole dose curve; as a rule, active = well fitted curve in the direction sought with a large enough effect; inconclusive = small, poorly fitted or top-dose-only effect, or another doubt; inactive = no such curve, though single readings can be large; an effect the other way counts as inactive or inconclusive. Potency is the fitted concentration of half-maximal effect.

Start of the data: the first 2 entries (preview)
SMILES	ALOX12 inh	Vif-APOBEC3F blk	RGS4 inh	USP1-UAF1 inh	RXFP1 ag	TrxR1 substrate	mIDH1 inhibitor	Vif-APOBEC3G blk	rTrxR1 inhibitor
COc1ccc(N2CCN(c3ccc(C(=O)O)cc3[N+](=O)[O-])CC2)cc1	0%	0%	-39%[56.9 µM]	-16%	0.0%	-3%	-2%	-1%	1%
COc1ccccc1NS(=O)(=O)c1cccc(NC(=O)NC2CCCCC2)c1	-26%	0%	6%	-16%	2.1%	1%	-3%	-2%	9%

This part in full, from the first entry:
SMILES	ALOX12 inh	Vif-APOBEC3F blk	RGS4 inh	USP1-UAF1 inh	RXFP1 ag	TrxR1 substrate	mIDH1 inhibitor	Vif-APOBEC3G blk	rTrxR1 inhibitor
COc1ccc(N2CCN(c3ccc(C(=O)O)cc3[N+](=O)[O-])CC2)cc1	0%	0%	-39%[56.9 µM]	-16%	0.0%	-3%	-2%	-1%	1%
COc1ccccc1NS(=O)(=O)c1cccc(NC(=O)NC2CCCCC2)c1	-26%	0%	6%	-16%	2.1%	1%	-3%	-2%	9%
CCOc1ccc(/C(O)=C2/C(=O)C(=O)N(CCN(CC)CC)C2c2ccco2)cc1 (configuration not stated)	-25%	12%	-23%	-22%	-1.0%	-13%	0%	2%	?
COc1ccc2c(c1)CC(C(=O)NCCCN1CCN(c3ccccc3F)CC1)CO2 (configuration not stated)	3%	-1%	15%	-12%	4.3%	2%[57.1 µM]	-5%	1%	15%[57.1 µM]
O=c1[nH]c(NNC(=S)NCc2ccccc2)nc2c1C1(CCCCC1)Cc1ccccc1-2	35µM*	1%	-10%	-6%	-0.5%	3%	5%	-14%	9%
COc1ccccc1-c1cc(C(F)(F)F)n2ncc(S(=O)(=O)c3ccccc3)c2n1	0%	-11%	27%	-14%	-3.9%	93%[activator]	4%	-1%	2%
Cc1ccc(OCc2nc(C#N)c(NCc3ccc4c(c3)OCO4)o2)cc1	?	-6%	-27%	-18%	2.5%	3%	2%	4%	11%
COc1cc(NC(=S)NCCCN2CCOCC2)cc(OC)c1	18%	-11%	-17%	-7%	-1.0%	-11%	0%	-1%	-19%
NC(=O)c1ncn([C@@H]2O[C@H](CNCc3cnc(N4CCOCC4)s3)[C@@H](O)[C@H]2O)n1	-12%	2%	6%	-4%	nt	-4%	-12%	0%	5%
CCN(CC(=O)Nc1c(F)cccc1F)C(=O)c1c(-c2ccccc2Cl)noc1C	15%	-1%	nt	1%	nt	nt	-1%	1%	nt
Cc1ccc(N(C(=O)c2ccc(CN3CCOCC3)o2)C(C(=O)NCCC(C)C)c2cccs2)c(C)c1 (configuration not stated)	-1%	-16%	-5%	3%	4.3%	-3%	0%	1%	0%
CC(N)(C(=O)O)c1cccc(OCc2cccc(Cl)c2)c1 (configuration not stated)	-10%	0%	-39%[56.9 µM]	-23%	1.3%	6%	0%	0%	24%
Cc1oc(C(=O)O)cc1COc1ccc2c3c(c(=O)oc2c1)CCC3	?	-1%	18%	0%	0.8%	45%[activator]	6%	-1%	-13%
C[C@@H]1CN([C@@H](C)CO)C(=O)CCCn2cc(nn2)CO[C@H]1CN(C)S(=O)(=O)c1ccccc1	-4%	6%	nt	-22%	nt	nt	3%	2%	nt
Cc1sc(-c2ccccn2)nc1OC(=O)c1cccc(Cl)c1Cl	-17%	8%	-17%	-15%	3.7%	-4%	3%	-8%	2%
CC(C)Cn1nc(C(=O)Nc2nnc(C3CC3)s2)c2ccccc2c1=O	10%	-1%	-7%	-7%	-0.7%	-6%	-8%	-1%	24%
O=C(/C=C\c1ccccc1OC(=O)c1ccccc1F)c1cc2ccccc2o1	-17%	9%	-20%	-13%	1.2%	-8%	-1%	-19%	-13%[57.1 µM]
COc1ccc(NC(=O)C[C@@H]2C(=O)N(c3ccc(OC)cc3)CC2(C)C)cc1	?	0%	nt	-14%	nt	nt	-6%	1%	nt
CCc1cc(=O)oc2c3c(c(Cl)cc12)OCN(Cc1cccc(OC)c1)C3	-14%	-1%	-14%	?	9.0%	nt	0%	-2%	?
CCN1CCN(C(=O)c2ccccc2Nc2ccc(SC(F)F)cc2)CC1	?	-5%	-6%	-20%	1.3%	-1%	11%	-6%	26%
CCOc1ccc(S(=O)(=O)N(CC(=O)NCc2cccnc2)c2ccc(C)cc2)cc1	-6%	14%	31%	-7%	0.0%	4%	7%	0%	20%
CC1CCN(C(=O)c2nc[nH]c2C(=O)OCCNC(=O)OC(C)(C)C)CC1	-5%	1%	14%	24%	0.3%	12%[57.1 µM]	-7%	5%	26%[57.1 µM]
CCn1c(SCC(=O)Nc2ccccc2OC)nc2ccccc2c1=O	4%	-10%	9%	-23%	0.1%	4%	7%	-10%	-4%
C[C@H](O)CNC(=O)c1[nH]cnc1C(=O)Nc1cccc(Cl)c1	5%	2%	nt	-19%	nt	nt	-7%	-6%	nt
COC(=O)c1ccc(CSc2ncn[nH]2)o1	?	0%	-1%	-13%	-0.3%	-8%	1%	2%	-12%
Cc1sc2nc(CSCC(=O)NC3(C#N)CCCCC3)[nH]c(=O)c2c1C	-28%	-21%	-17%	-13%	0.9%	10%	8%	1%	26%
C[C@H](NC(=O)Cc1cccc2ccccc12)C(=O)N1CCOCC1	1%	6%	-14%	-18%	nt	10%[57.1 µM]	-2%	-6%	6%[2.29 µM]
CC1CCCN(C(=O)Cn2nnc(-c3ccc(S(C)(=O)=O)cc3)n2)C1 (configuration not stated)	?	3%	-1%	-22%	-1.3%	-4%	-2%	-1%	8%
CCN(CC)c1ccc(/C=C2\CCC(/C=N/NC(=O)c3ccc(=O)n(C)c3)=C2N2CCOCC2)cc1	1%	?	-6%	?	5.2%	-8%[57.1 µM]	5%	?	-6%[57.1 µM]
COCCNC(=O)c1nn(-c2cc(OC)cc(OC)c2)c(=O)c2ccccc12	0%	0%	3%	-10%	2.1%	-9%[57.1 µM]	5%	-3%	12%
COc1ccc(COC(=O)Nc2cc3c(C(F)(F)F)nn(C)c3s2)cc1	?	7%	0%[11.4 µM]	-10%	1.7%	9%[57.1 µM]	4%	1%	4%
COc1cccc(NC(=O)C2CCCN(S(=O)(=O)c3c(C)[nH]c(=O)[nH]c3=O)C2)c1 (configuration not stated)	-21%	4%	1%	-9%	0.6%	3%	-4%	-6%	4%
COc1ccc(S(=O)(=O)Nc2cc(C)ccc2OC)cc1C	0%	-12%	-37%	-22%	-0.1%	10%[57.1 µM]	0%	-24%	18%[57.1 µM]
CN(C)c1ccc(CNn2cnnc2)cc1	3%	-1%	8%	?	-0.6%	8%	0%	0%	12%
CCc1ccc(NC(=O)c2sc(-n3nc(C)c(Cc4ccc(OC)cc4)c3C)nc2C)cc1	-4%	-1%	3%	-26%	27%	2%	-9%	5%	23%
Cn1cccc1/C=N/N1CCN(c2ccccc2)CC1	-19%	-6%	?	-16%	-1.2%	7%[57.1 µM]	-14%	-2%	23%[57.1 µM]
Cc1cc(C(=O)CCC(=O)NCc2ccccc2F)c(C)s1	-3%	-15%	3%	-3%	-1.0%	-10%[57.1 µM]	2%	-7%	7%[57.1 µM]
O=c1c2ccccc2nnn1CSc1nc2ccccc2c(=O)n1CCCO	-2%	-6%	-8%	-22%	5.4%	-1%	-7%	-6%	18%
Cc1ccc2nc(CSc3nnc(Cc4cccs4)n3C3CCCCC3)cc(=O)n2c1	-25%[57.4 µM]	nt	9%	-5%	0.0%	4%	7%	0%	-10%
Cc1ccc([N+](=O)[O-])cc1NC(=O)CN1CCC(C)CC1	0%	8%	-5%	-20%	0.7%	2%	0%	0%	9%
COc1ccc([C@H]2C[C@H](O)[C@@H](n3cc(-c4ccc(F)cc4)nn3)CN2C(=O)C2CCCCC2)cc1	0%	6%	nt	?	nt	nt	0%	-4%	nt
Cc1nnc(Sc2nc3ccccc3o2)c2ccccc12	?	-6%	?	-15%	3.0%	-1%	7%	1%	8.9µM*
CCOC(=O)c1ccc(Nc2ncnc3ccccc23)cc1	-21%	15%	19%	1%	-2.3%	-4%	15%	0%	9%
Cc1ccc(C)c(NC(=O)Cn2c(=O)n(CCC(=O)NCc3ccc4c(c3)OCO4)c(=O)c3ccccc32)c1	-2%	-5%	13%	?	13%	0%	0%	1%	21%
COc1ccc(C2=NN(CCC(=O)NC3CCCCCC3)C(=O)CC2)cc1	1%	-6%	-11%	-16%	3.2%	-7%	-7%	1%	-2%
COc1ccc(CCNC(=O)C(=O)Nc2ccc3c(c2)OCO3)cc1OC	7%	-2%	9%	-12%	3.7%	1%[57.1 µM]	-4%	0%	24%[57.1 µM]
Cc1cc(C)n(C(=O)c2ccc(C)c(S(=O)(=O)N3CCCC3)c2)n1	-18%&-55%	-14%	13%	1%	-1.1%	9%[57.1 µM]	0%	4%	13%
COc1cccc(-n2c(SCC(N)=O)nnc2-c2ccncc2)c1	13%	1%	13%	-3%	0.0%	-3%	3%	2%	11%
N#Cc1c(Nc2cccc(F)c2)sc(C(=O)c2ccc(Cl)cc2)c1N	45µM*	-3%	-31%	-21%	-4.5%	10%[11.4 µM]	-30%	-4%	-14%

This is a subset. The share of hits here may be higher or lower than overall.
